# PLCg1 inh = inhibitors of human phospholipase C gamma1. P19174. purified PLC-gamma1, fluorogenic substrate, fluorescence. inhibition, % at 12.2 µM. 370,000 compounds, 0.84% hits; in the data active means inhibition above about 9.5%
# hcDAF12 agonist = H. contortus DAF-12 activation, primary screen | 370,000 compounds, 1.4% hits | AID 652067 | HEK293 hcDAF-12 lit1-tk-luc reporter, luminescence; 0% DMSO, 100% Δ7-dafachronic acid | activation, % at 6.8 µM;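 active means activation above the mean of all tested compounds plus 3 SD, cut at about 5.5% in these data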;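 further: 100% = response to 3 µM Δ7-dafachronic acid high control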
# ADAM17 inh = inhibitors of human ADAM17 | P78536 | recombinant ADAM17, EDANS/DABCYL FRET peptide cleavage | inhibition, % at 6.95 µM | 370,000 compounds, 0.83% hits;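 active means inhibition above the mean of compounds lying between control limits plus 3 SD, set per campaign, cut at about 8.5% in these data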;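 further: 0% = DMSO-only wells as the low control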
# DAX1 inh-1 = DAX1 (NR0B1) inhibition, primary screen | AID 652010 | 370,000 compounds, 1.1% hits | HEK293T StAR-luciferase reporter, SF-1/DAX-1 repression relief | inhibition, % at 6.8 µM;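 active means inhibition above the mean over all tested compounds plus 3 SD, cut at about 3.6% in these data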;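 further: 0% = DAX-1 cells with DMSO and 100% = cells lacking DAX-1 with DMSO; higher inhibition means more luminescence from relief of DAX-1 repression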
# MBD2 DNA inh = MBD2-methylated oligo binding inhibition | Q9UBB5 | TR-FRET, MBD2 binding to methylated oligonucleotide | inhibition, % at 4.4 µM | 370,000 compounds, 0.31% hits | AID 686964; in the data active means inhibition above about 13%
# PLC-beta3 inh = blocks human PLC-beta3 enzyme activity; Q01970; Purified PLC-beta3, fluorogenic substrate, fluorescence; inhibition, % at 12.2 µM; 370,000 compounds, 0.18% hits; in the data active means inhibition above about 11%;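 further: 0% = median of compound wells on plate and 100% = full blocker control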
# DAX1 inh-2 = NR0B1 (DAX1) inhibition; 340,000 compounds, 0.99% hits; HEK293 Gal4-DAX1 luciferase reporter, luminescence; AID 504766; P51843; inhibition, % at 6.75 µM;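 active means inhibition above the mean over all tested compounds plus 3 SD, cut at about 4.2% in these data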;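 further: 0% = DAX1-transfected cells with DMSO and 100% = empty-vector control cells with DMSO; inhibition shows as a rise in luminescence from relieved DAX1 repression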
# Target sequence (P51843 207-470 limits assumed): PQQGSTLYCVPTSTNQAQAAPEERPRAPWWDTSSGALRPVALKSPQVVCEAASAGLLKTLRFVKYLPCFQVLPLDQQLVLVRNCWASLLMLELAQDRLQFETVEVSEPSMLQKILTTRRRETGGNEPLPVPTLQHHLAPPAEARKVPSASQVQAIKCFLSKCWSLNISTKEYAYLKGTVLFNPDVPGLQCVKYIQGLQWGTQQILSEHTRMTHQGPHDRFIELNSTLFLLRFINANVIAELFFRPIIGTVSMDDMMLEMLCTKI
# hgDAF12 agonist = activates the H. glycines DAF-12 receptor ligand-binding domain; HEK293 GAL4-hgDAF12 UAS-luciferase reporter, agonist luminescence; normalized to butyrate control; activation, % at 6.8 µM; AID 687014; 370,000 compounds, 1.8% hits;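 active means activation above a cutoff set at the mean of all screened compounds plus 3 SD, cut at about 10% in these data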;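 further: 0% = DMSO wells and 100% = sodium butyrate wells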
# NR1D1 modulator = Rev-erb alpha (human) modulation; activity, % at 10 µM; 370,000 compounds, 0.79% hits; AID 1259318; Rev-erbα–FITC-DNA binding, fluorescence polarization, 90 min; P20393;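 active means activity above about 14%, limit read from the data; passing the limit was not always enough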;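 further: 0% = DMSO wells with 35 nM protein and 100% = DMSO wells with 750 nM protein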
# Target sequence (P20393 whole entry, looked up): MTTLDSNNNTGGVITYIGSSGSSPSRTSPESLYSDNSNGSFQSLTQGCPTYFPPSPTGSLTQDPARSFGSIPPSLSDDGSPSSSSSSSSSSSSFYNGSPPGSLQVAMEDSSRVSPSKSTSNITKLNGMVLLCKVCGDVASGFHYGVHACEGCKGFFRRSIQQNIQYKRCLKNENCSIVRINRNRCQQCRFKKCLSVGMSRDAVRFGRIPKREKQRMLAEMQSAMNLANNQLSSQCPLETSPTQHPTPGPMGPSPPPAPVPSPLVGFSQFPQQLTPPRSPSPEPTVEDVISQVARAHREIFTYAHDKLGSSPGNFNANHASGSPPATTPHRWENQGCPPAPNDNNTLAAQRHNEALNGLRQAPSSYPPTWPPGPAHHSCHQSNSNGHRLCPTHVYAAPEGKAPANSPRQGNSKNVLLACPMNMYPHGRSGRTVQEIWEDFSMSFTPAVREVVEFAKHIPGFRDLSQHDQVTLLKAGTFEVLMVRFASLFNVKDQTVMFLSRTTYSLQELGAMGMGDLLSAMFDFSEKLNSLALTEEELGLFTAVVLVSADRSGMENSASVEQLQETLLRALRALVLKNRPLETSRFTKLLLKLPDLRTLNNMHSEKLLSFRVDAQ
# SMARCA2 activ = SMARCA2 function activation, primary screen. MG213 cells, MMTV-luciferase reporter, dexamethasone, overnight. activation, % at 9.1 µM. 370,000 compounds, 1% hits; in the data active means activation above about 7.8%;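 further: 0% = vehicle wells and 100% = reference activator wells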
# ssDAF-12 act = activates DAF-12 receptor from parasite S. stercoralis; HEK293 ssDAF-12/GRIP1 lit1-tk-luc reporter, luminescence; % of 3 µM dafachronic acid response; activation, % at 6.8 µM; 370,000 compounds, 1% hits; AID 652126;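 active means activation above the mean over all tested compounds plus 3 SD, cut at about 0.9% in these data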;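 further: 0% = DMSO-only wells and 100% = 3 µM delta7-dafachronic acid wells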
# * = called active by the depositor; i = inactive; . = not tested or not shown.
Structure	PLCg1 inh	hcDAF12 agonist	ADAM17 inh	DAX1 inh-1	MBD2 DNA inh	PLC-beta3 inh	DAX1 inh-2	hgDAF12 agonist	NR1D1 modulator	SMARCA2 activ	ssDAF-12 act
CC(C)CCNC(=O)CN(Cc1ccc2c(c1)OCO2)C(=O)Cn1nnc(-c2cccs2)n1	0.7	-0.3	-1.8	0.2	-3.1	-0.8	-0.4	0.9	3.1	-1.0	-1.4
Cc1cccc(C)c1NC(=O)C(C)c1ccc(-c2ccccc2)c(F)c1 (centres undefined)	1.4	-1.9	1.6	0.0	4.2	0.4	-0.1	-0.1	1.8	1.3	-1.5
CC(=O)Nc1ccc(NC(=O)C2(C)Cc3c(-c4ccc5c(c4)OCO5)ccnc3O2)cc1 (centres undefined)	-7.3	-1.9	-15.3	0.5	-1.6	-3.7	.	0.0	-1.0	1.5	-1.8
O=C(O)c1ccc(NC(=O)c2ccc(Cl)cc2)c(NC(=O)c2ccc(Cl)cc2)c1	-1.1	-1.7	-6.9	0.3	9.6	1.4	0.0	0.6	-3.5	-1.3	-1.0
CC1=C(C(=O)Nc2cccc(C(=O)N3CCN(c4cccc(C(F)(F)F)c4)CC3)c2)SCCO1	1.5	-4.0	-0.2	-0.8	7.9	-10.4	-0.6	-4.2	-3.3	-6.2	-1.1
Cc1cc(C)n2nc(C(=O)Oc3ccc4c(c3)OCO4)nc2n1	2.4	-1.3	-3.0	0.0	3.5	-1.9	-1.3	-0.2	0.9	-0.5	-0.6
CN(Cc1ccccc1)C(=O)c1ccccc1Br	0.7	0.7	-0.1	2.4	2.2	0.2	1.0	-0.5	4.3	-1.0	-1.0
COC(=O)c1ccccc1NC(=S)N1CCC(N2CCCCC2)CC1	2.1	1.8	-3.3	0.8	-0.2	-7.5	3.1	0.6	-4.1	-1.2	-1.2
CC1(C2CC2)NC(=O)N(CC(=O)N2CCN(c3cccc(C(F)(F)F)c3)CC2)C1=O (centres undefined)	6.3	-2.3	-4.8	-1.3	-2.0	0.9	-0.4	-4.6	1.4	-2.6	-0.7
Cn1nc(C(=O)NCCOc2ccccc2)c2ccccc2c1=O	3.9	-2.4	-1.2	-0.8	0.5	-4.3	0.4	-2.4	5.0	4.2	-1.5
CCOC(=O)N(C)C[C@H]1OCc2cnnn2CCCC(=O)N([C@H](C)CO)C[C@@H]1C	-0.8	1.3	-1.3	0.3	-2.2	0.1	.	-1.4	2.3	-5.4	-0.9
Cc1ccc2nc(N(CCCN(C)C)C(=O)COc3ccc(Cl)cc3)sc2c1	3.8	-0.9	-2.0	-0.5	-0.9	-7.0	0.1	-6.2	-1.9	-1.9	-1.5
Cc1ccc(C)c(OCC(=O)NNC(=O)C2CCC2)c1	1.7	-0.9	-0.2	0.3	-2.3	-1.6	0.4	0.3	2.6	2.2	-1.4
CNC[C@H]1OCc2ccccc2-c2ccccc2C(=O)N([C@@H](C)CO)C[C@H]1C	2.9	0.7	1.4	0.0	8.3	-4.5	1.6	0.6	3.1	-5.0	-0.7
CCCC[C@H]1C2CC(OC(=O)Nc3ccccc3Cl)C(C2)[C@H]2CCCCN21 (some centres undefined)	-0.4	-1.6	-4.7	0.3	-4.3	-1.7	.	-4.9	4.1	-1.1	-1.2
Cc1cc(C)c2c(c1)C1(OCCO1)C(=O)N2	-0.9	3.4	-0.8	-0.1	3.6	-4.7	0.6	2.6	0.7	0.8	-1.2
O=S(=O)(c1ccc(SCc2ccccc2F)nc1)N1CCCC1	0.0	0.2	0.3	-1.7	-6.2	-3.0	-0.3	1.3	4.3	-0.1	-1.7
CCN(Cc1ccncc1)C(=O)c1cccs1	0.6	-0.5	-0.6	0.2	-1.2	2.0	-0.6	2.6	-8.1	-2.9	-1.3
O=c1oc2c(CN3CCCCC3)c(O)ccc2c2c1CCCC2	i	-1.9	i	0.6	-2.1	i	-1.4	-0.5	-1.6	1.1	-1.3
C/C(Cl)=C\Cn1c(N2CCCC2)nc2c1c(=O)[nH]c(=O)n2C	2.8	-1.4	1.2	0.1	-1.9	-0.6	1.5	1.0	1.3	0.6	-1.0
C[C@H](CO)N1C[C@H](C)[C@@H](CN(C)S(=O)(=O)c2ccccc2)Oc2ccc(NC(=O)Nc3ccccc3)cc2C1=O	-1.1	-0.1	3.2	-0.9	2.1	-1.9	-0.6	-1.8	5.4	-5.0	-1.3
COc1ccc(NC(=O)C2=C(C)NC(=S)NC2c2ccc(O)c(OC)c2)cc1 (centres undefined)	0.5	0.1	-0.1	0.3	2.9	-1.3	0.4	4.8	10.7	-2.4	-1.1
CNC(=O)c1ccccc1NC(=O)c1c(O)c2c([nH]c1=O)CCCC2	-9.1	3.0	-4.7	-0.4	3.0	-168.2	-1.0	1.6	0.4	-2.7	-0.4
Cc1nc2c([N+](=O)[O-])c(C)c(C)cc2[nH]1	1.8	-0.8	0.8	-0.4	-8.3	6.5	-0.7	1.6	2.0	-2.6	-0.7
Cc1cc(Sc2nc(NC(C)(C)C)nc(N3CCOCC3)n2)nc(Cl)n1	2.8	1.3	-1.3	0.9	-1.8	4.2	-0.7	2.6	5.4	-0.8	-0.4
COc1ccc(CCNC(=O)c2c(O)c3cc(OC)c(OC)cc3[nH]c2=O)cc1OC	2.6	1.0	3.7	0.4	-7.0	5.0	2.3	0.0	-17.9	4.7	-1.0
NS(=O)(=O)c1ccc(Nc2nc(-c3ccccc3)cs2)cc1	-12.0	-0.5	3.8	-0.8	-0.1	-15.4	0.0	7.0	-3.1	2.2	-1.6
CCOC(=O)c1cc(OC)c2cccc(CN3CCCC(C)(C(=O)NCCOC)C3)c2c1 (centres undefined)	-44.4	-2.9	-17.8	-1.2	-2.7	-59.0	.	-3.0	1.4	-4.6	-1.1
COc1ccccc1CCc1nnc(CCC(=O)NC(C)Cc2cccnc2)o1 (centres undefined)	0.7	-0.8	-4.1	-0.2	1.4	-3.7	-0.5	1.5	-0.8	-3.1	-0.6
Cc1ccc(CCNC(=O)CS(=O)Cc2nc(-c3ccccc3Cl)oc2C)cc1 (centres undefined)	9.7*	0.8	2.9	0.4	-6.0	-2.6	1.0	-0.9	1.9	-4.5	-1.0

# Copied from the list.
# Cc1nc2c([N+](=O)[O-])c(C)c(C)cc2[nH]1 @ SMARCA2 activ: -2.6
# CCOC(=O)c1cc(OC)c2cccc(CN3CCCC(C)(C(=O)NCCOC)C3)c2c1 (centres undefined) @ ADAM17 inh: -17.8

# Later entries
Structure	PLCg1 inh	hcDAF12 agonist	ADAM17 inh	DAX1 inh-1	MBD2 DNA inh	PLC-beta3 inh	DAX1 inh-2	hgDAF12 agonist	NR1D1 modulator	SMARCA2 activ	ssDAF-12 act
COC(=O)c1ccc2nc(-c3ccco3)c(Cc3ccc(OC)cc3C)n2c1	-24.8	1.4	-0.4	0.5	3.4	-43.4	.	2.2	2.1	-3.0	0.3
CCOc1ccc(C(=O)Cc2cc(OC)c(OC)cc2[N+](=O)[O-])cc1	0.2	0.1	-5.0	-0.2	-3.2	-1.9	-0.6	2.6	4.3	-2.3	-1.2
CCCCNS(=O)(=O)c1ccc2nc(-c3cccnc3)cc(C(=O)NC(C)CC)c2c1 (centres undefined)	2.6	-0.7	1.7	1.6	-3.0	5.4	-1.0	0.1	-0.3	-4.4	-1.4
Cc1c(OC(C)C(=O)NCCCN2CCOCC2)ccc2c3c(c(=O)oc12)CCCC3 (centres undefined)	-20.6	-1.0	-36.4	-0.5	3.4	-34.5	0.3	-1.6	-3.3	-3.0	-1.6
CC1CC(C)CN(C(=O)CCNC(=O)Cn2cnc3ccccc3c2=O)C1 (centres undefined)	1.2	-1.1	-1.6	-0.2	-4.8	0.9	-0.8	-0.7	5.2	-1.6	-0.6
Cc1ccc(NC(=O)c2ccc(C)cc2)cc1	3.4	7.8*	-3.0	2.8	5.3	-0.2	-1.9	13.9*	-0.8	2.0	0.5
COc1ccc(NC(=O)COC(=O)[C@@H](NC(=O)c2c(F)cccc2F)C(C)C)cc1	-4.0	-1.1	-1.1	-0.5	3.8	1.1	0.2	-3.1	-2.0	-1.3	-1.9
O=C(Cc1ccc(Br)cc1)N(Cc1ccccc1)c1ccccn1	-12.8	-0.8	-8.4	-0.4	-6.0	-16.2	1.1	-2.6	-3.9	-0.5	-0.9
COc1ccc(S(=O)(=O)N2CCCCCC2)cc1NC(=O)c1ccccc1S(C)(=O)=O	2.5	-0.2	-3.3	-1.7	3.3	-7.6	0.5	-1.6	-5.7	-2.9	-1.7
CCOc1ccc(/C=N/OCC(=O)NCc2cccs2)cc1	3.1	0.3	2.4	-0.2	0.3	3.3	-1.5	0.8	2.1	0.5	-0.8
COc1cccc(C(=O)NNC(=O)/C=C/c2ccccc2)c1	3.0	1.6	-0.9	0.1	1.0	-7.7	0.8	1.1	3.1	4.3	-1.6
CC(C)(C)C(=O)CN1C(=O)NC2(CCOc3ccccc32)C1=O (centres undefined)	-3.2	8.0*	-3.0	3.7*	4.1	-10.9	1.4	4.5	3.0	-3.8	0.2
CCOC(=O)c1ccc(-c2c(C)cc3oc(=O)cc(-c4ccccc4)c3c2C)cc1	6.5	-1.0	-3.5	-1.4	-1.2	-2.6	-0.7	-2.7	1.8	-3.6	0.6
CC(C)CNC(=S)NC(=O)c1ccc(Cl)cc1Cl	1.0	0.7	-2.5	0.4	-2.1	2.6	-1.1	5.2	7.6	1.9	-0.9
CCCS(=O)(=O)NC(=O)C1(C)CCN(C(=O)c2c(C)noc2C)C1 (centres undefined)	-0.8	-1.6	-4.2	0.5	0.9	-2.8	.	0.5	5.0	-5.2	-1.2
O=C(O)c1oc2ccccc2c1CN1CCN(c2ccccc2)CC1	-0.9	-1.6	-2.8	0.2	-0.7	2.0	0.0	-2.4	0.2	0.9	-0.9
O=C(CSc1nc(C2CCCCC2)n(-c2ccccc2)n1)NCCN1C(=O)CSC1=O	0.7	-2.3	-1.6	-0.7	2.1	2.0	0.9	-0.4	-5.8	-1.3	-1.5
O=C(CCc1ccccc1)NN1C(=O)C2C3C=CC(O3)C2C1=O (centres undefined)	-0.4	-1.9	-6.7	0.8	-0.9	-4.4	2.5	0.7	-1.6	-1.0	-1.6
CCOC(=O)C1CCCN(c2ncnc3c2cnn3-c2cccc(C)c2)C1 (centres undefined)	-2.5	-2.1	-3.4	-1.1	0.6	0.0	-1.2	-6.2	-0.8	-4.7	-2.3
Cc1ccc(C(=O)NC(=S)Nc2ccc(-c3cc4ccccc4oc3=O)cc2)c(C)c1	-14.7	-4.0	-9.7	-0.2	1.2	-20.5	-1.9	-9.2	67.9*	-6.0	-2.2
COc1ccc(CCn2nnnc2C(c2ccc(C)cc2)N2CCN(C)CC2)cc1OC (centres undefined)	0.8	0.2	-4.2	0.3	-3.3	-1.0	0.3	-0.5	2.0	-0.6	-1.0
Cc1ccc2c(c1)-c1c(cnn1CC(=O)NCCc1ccc(O)cc1)CO2	1.7	0.9	-2.4	0.1	4.9	5.0	.	-1.0	-9.7	-2.8	-1.5
